# Assay outcomes (PubChem)
# OXTR potentiate: potentiators of human oxytocin receptor; P30559; CHO-OTR cells, Fluo-8 calcium fluorescence, potentiator mode; 0% = oxytocin EC15, 100% = EC100; activation, % at 3 µM; actives 0.061% (n = 320,000);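 active means activation above that plate's cutoff, the mean activation of tested compounds plus 3 SD, cut at about 6.6% in these data, passing the limit was not always enough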;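 further: 100% uses oxytocin at 75 nM as the full agonist control; some results filed as inactive read as strong as hits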
# Target sequence (P30559 whole entry, looked up): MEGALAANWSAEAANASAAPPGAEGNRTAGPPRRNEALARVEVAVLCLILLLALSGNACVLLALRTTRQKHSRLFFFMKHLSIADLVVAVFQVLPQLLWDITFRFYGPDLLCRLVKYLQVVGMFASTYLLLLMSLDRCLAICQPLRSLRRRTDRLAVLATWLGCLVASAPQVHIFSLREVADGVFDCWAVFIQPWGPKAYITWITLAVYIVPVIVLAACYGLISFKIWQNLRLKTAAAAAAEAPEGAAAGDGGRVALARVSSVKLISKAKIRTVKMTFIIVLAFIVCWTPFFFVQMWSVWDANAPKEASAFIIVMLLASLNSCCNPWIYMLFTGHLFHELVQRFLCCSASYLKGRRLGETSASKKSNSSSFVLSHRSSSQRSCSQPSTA
#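 Assay system: CHO cell line stably expressing human OTR | Also added: Oxytocin at about EC15, sub-maximal agonist stimulus | Times: Compound 6 min at room temperature before oxytocin, 100 s read | Measured by: Fluo-8 intracellular calcium fluorescence, ex 470-495, em 515-575 nm | Controls: EC15 oxytocin alone as 0%, 75 nM oxytocin as 100%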
# CHRM1 agonist: human M1 muscarinic receptor agonism; P11229; AID 588814; activation, % at 3 µM; actives 0.33% (n = 360,000); CHO-K1 hM1, Fluo-8 calcium fluorescence, agonist mode; 0% DMSO, 100% acetylcholine EC100;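 active means activation above the run's mean compound activation plus 3 SD, cut at about 16% in these data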;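 further: peak over basal fluorescence ratio within a 140 s kinetic read after compound addition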
# CHO-K1 Ca antag: counter-screen for M1 antagonists: effect in parental CHO-K1 cells | actives 0.6% (n = 360,000) | inhibition, % at 3 µM | AID 602250 | ATP-induced calcium, Fluo-8 fluorescence;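 active means inhibition above a per-plate cutoff, the plate's mean sample inhibition plus 3 SD, cut at about 24% in these data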;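 further: 0% = DMSO plus EC80 ATP and 100% = DMSO alone without ATP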
# M1 ag parental: nonselective activator or artifact in parental CHO-K1 cells; activation, % at 3 µM; AID 602248; actives 0.48% (n = 360,000); Fluo-8 calcium fluorescence; scaled to maximal ATP response, vehicle zero; in the data active means activation above about 15%;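 further: untransfected CHO-K1 host cells lacking M1 receptor as counterscreen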
# M4 antag: blocks acetylcholine activation of human M4 receptor. CHO-hM4 cells, ACh EC80, Fluo-8 calcium fluorescence. inhibition, % at 3 µM. actives 0.73% (n = 360,000);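 active means inhibition above its plate's cutoff, the mean inhibition of sample wells plus 3 SD, cut at about 27% in these data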;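 further: 0% = acetylcholine EC80 with DMSO and 100% = DMSO without agonist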
# Target sequence (P08173 whole entry, looked up): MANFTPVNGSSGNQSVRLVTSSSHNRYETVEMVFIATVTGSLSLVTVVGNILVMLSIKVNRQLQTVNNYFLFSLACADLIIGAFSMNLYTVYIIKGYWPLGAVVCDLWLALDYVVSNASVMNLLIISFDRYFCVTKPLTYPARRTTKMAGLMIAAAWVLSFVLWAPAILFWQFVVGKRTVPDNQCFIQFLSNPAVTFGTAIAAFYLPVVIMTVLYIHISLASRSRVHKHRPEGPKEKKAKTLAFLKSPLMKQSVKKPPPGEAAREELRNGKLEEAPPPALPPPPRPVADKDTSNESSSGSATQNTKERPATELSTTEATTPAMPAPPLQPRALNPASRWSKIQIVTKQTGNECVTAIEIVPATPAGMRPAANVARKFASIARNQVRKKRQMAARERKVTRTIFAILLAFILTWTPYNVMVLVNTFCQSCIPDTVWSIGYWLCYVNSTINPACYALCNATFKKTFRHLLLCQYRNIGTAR
# CHRM4 agonist: agonists of human muscarinic M4 receptor (CHRM4); activation, % at 3 µM; AID 624127; actives 0.14% (n = 360,000); CHO-K1 hM4/Gqi5, Fluo-8 calcium fluorescence; vehicle 0%, full acetylcholine response 100%; P08173;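 active means activation above the run mean over all test wells plus 3 SD, cut at about 32% in these data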;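 further: peak over basal fluorescence ratio per well then scaled between controls; 0% = DMSO wells and 100% = acetylcholine at EC100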
# CHRM1 PAM: positive allosteric modulators of human M1 muscarinic receptor | P11229 | CHO-K1 hM1, Fluo-8 calcium fluorescence, ACh EC20; 0% = ACh EC20, 100% = maximal ACh | activation, % at 3 µM | actives 0.088% (n = 360,000); in the data active means activation above about 19%, passing the limit was not always enough
# CHO parental Ca: signal in parental CHO cells, OX1R antagonist counter-screen; inhibition, % at 5.6 µM; parental CHO-K1, ATP-induced calcium, Fluo-8 fluorescence; actives 0.63% (n = 330,000);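 active means inhibition above that plate's mean sample inhibition plus 3 SD, cut at about 26% in these data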;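 further: 0% = ATP-challenged DMSO wells and 100% = DMSO wells without ATP; some compounds past the cut are filed as inactive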
#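 Test system: untransfected parental CHO cell line; also added: ATP stimulus; dosing: 5.6 µM, single dose; signal: calcium-sensitive Fluo-8 fluorescence; measure: percent inhibition of ATP-evoked calcium rise, normalized to controls; benchmarks: low control ATP plus DMSO, high control DMSO only; replication: one well per compound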
# M1 antag: antagonists of human M1 muscarinic receptor; P11229; CHO-K1 hM1, Fluo-8 calcium fluorescence, ACh EC80 antagonist; inhibition, % at 3 µM; actives 1.3% (n = 360,000); AID 588852;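 active means percent inhibition above its own plate's cutoff, namely the mean of that plate's compound wells plus 3 SD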;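 further: peak over basal fluorescence ratio during 140 s after agonist addition; 0% = ACh EC80 plus DMSO and 100% = DMSO alone without agonist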
# * = called active by the depositor; nt = no result given. An unsorted share of the library (roughly 2.9% active in at least one column).
# The first 2 compounds, to show the layout:
SMILES,OXTR potentiate,CHRM1 agonist,CHO-K1 Ca antag,M1 ag parental,M4 antag,CHRM4 agonist,CHRM1 PAM,CHO parental Ca,M1 antag
O=C(O)c1ccc(CN2C[C@@H](CO)O[C@@H](n3cnc4c(NCc5ccc(F)cc5)ncnc43)C2)cc1,nt,-2,1,1.2,2,0,5,nt,-4
O=C(NC1CCCC1)C1c2ccccc2OCC(=O)N1CCCN1CCOCC1 (stereo not given),nt,nt,-1,0.6,1,2,nt,nt,nt

# Main list, repeating the preview:
SMILES,OXTR potentiate,CHRM1 agonist,CHO-K1 Ca antag,M1 ag parental,M4 antag,CHRM4 agonist,CHRM1 PAM,CHO parental Ca,M1 antag
O=C(O)c1ccc(CN2C[C@@H](CO)O[C@@H](n3cnc4c(NCc5ccc(F)cc5)ncnc43)C2)cc1,nt,-2,1,1.2,2,0,5,nt,-4
O=C(NC1CCCC1)C1c2ccccc2OCC(=O)N1CCCN1CCOCC1 (stereo not given),nt,nt,-1,0.6,1,2,nt,nt,nt
Cn1c(=O)c2c(SCc3ccccn3)nc(C3CC3)nc2n(C)c1=O,-1,-3,-6,0.8,3,1,-2,-13,0
COC(=O)c1ccc2nc(C3CCCCC3)c(Cc3ccc(C)cc3)n2c1,nt,-4,-17,0.3,5,2,-2,nt,-16
O=C(NC1CCCCC1)C(c1ccccc1)N(C(=O)c1csnn1)C1CC1 (stereo not given),-2,-5,-16,0.8,1,-1,9,-17,-8
CC(=O)c1ccc(NC(=O)N2CCN(c3ccc(C)cc3)C(C)C2)cc1 (stereo not given),-16,-2,-11,7.2,4,6,-2,-3,3
Cc1ccc(-c2nnn(CC(=O)N3C(C)CCCC3C)n2)cc1 (stereo not given),3,-1,3,0.2,-6,0,12,-6,-12
Cc1ccc(-n2[nH]c(C)c(C=Nc3ccc(Br)cn3)c2=O)cc1,-15,-3,-8,0.1,-3,0,4,6,-4
COc1ccc(N(Cc2cc3ccccc3[nH]c2=O)C(=O)C2CCCO2)cc1 (stereo not given),-14,-4,3,0.1,2,1,5,4,-16
COc1cc(OC)cc(-n2nnnc2SCC(=O)N2CCCc3ccccc32)c1,-6,-5,-13,0.1,-8,1,-3,-29,-12
O=S(=O)(CCc1nc2ccccc2o1)c1ccc(Cl)cc1,-5,-4,2,-0.1,3,2,3,-4,7
CCC(C)[C@H](NC(=O)NCc1ccccc1Cl)C(=O)O (stereo not given in full),5,-3,-13,0.2,-9,1,5,-5,-2
CCn1cnc2sc(C(=O)N3CCN(c4ccc(OC)cc4)CC3)c(C)c2c1=O,-2,-5,-18,0.6,-19,3,1,-25,1
CNC(=S)NCCC(c1ccccc1)c1ccccc1,-8,-11,1,0.0,-17,2,-7,-3,5
O=C(Nc1ccc(S(=O)(=O)Nc2ncccn2)cc1)c1ccco1,-13,-4,-9,0.9,-12,1,7,-8,0
CC1=C(C(=O)N2CCOCC2)CC(CC(=O)NCCc2ccccn2)C(=O)N1Cc1ccc(C(C)(C)C)cc1 (stereo not given),nt,-6,-6,0.9,-11,2,0,nt,1
Cc1cc(C)n(-c2ccc(C(=O)Nc3sccc3C(N)=O)cc2)n1,-12,-1,-6,3.4,-6,8,-4,-8,2
Cc1cc(N2CCN(C)CC2)nc2ccc(NC(=O)CCC3CCCC3)cc12,-13,-11,-10,0.5,6,1,-2,-11,1
O=C(NC(=S)N1CCN(C(c2ccccc2)c2ccccc2)CC1)c1ccc(S(=O)(=O)N2CCOCC2)cc1,-2,-9,-7,0.5,9,1,-2,-16,2
Cc1ccc(OCC(=O)NCCNC(=O)c2ccc(C)nc2)cc1,-9,-4,-10,-0.1,-11,0,2,-5,5
CCc1sc(C(C2C(=O)CC(C)(C)CC2=O)C2C(=O)CC(C)(C)CC2=O)cc1[N+](=O)[O-],-6,1,8,0.4,-6,1,14,-7,-14
O=C(NCCc1cn2ccccc2n1)c1ccc(Br)o1,3,-4,-15,0.1,-19,1,6,-7,-16
C#CCOCCOCCOCCNc1nc(N2CCN(C(=O)[C@H]([C@@H](C)CC)n3cc([C@@H](N)CO)nn3)CC2)nc(N2CCN(C(=O)[C@H]([C@@H](C)CC)n3cc([C@@H](N)CC(C)C)nn3)CC2)n1,-11,-8,-10,0.2,-2,4,-1,-6,2
Cc1ccc2nc(-c3ccncc3)cc(C(=O)Nc3ccncc3)c2c1,-7,-3,1,2.0,1,6,-4,-8,-4
CCOc1ccc(CN(C)CC(=O)Nc2cccc3ccccc23)cc1OC,-4,-3,-9,0.6,4,0,-7,-2,20
Cc1cc(NC(=O)NC(=O)c2ccc(F)cc2F)n[nH]1,-13,-4,-4,0.2,0,2,9,-11,-7
CC(NC(=O)C1CC2CCCC(C1)C2=O)c1ccccc1 (stereo not given),-3,-4,-7,0.0,8,0,2,-12,-7
COCCCNC(=O)CCCn1c(=O)c2ccccc2n(CC(=O)Nc2c(C)cc(C)cc2C)c1=O,-4,-5,4,0.7,-1,2,1,-11,-1
COc1ccc2c(c1)C1=NN(/C(C)=C/C(C)=O)C(c3ccc(F)cc3)C1CC2 (stereo not given),0,-8,-11,1.2,-2,-2,8,-15,-3
CSc1nc2ccccc2cc1/C=C(\C#N)c1ccc(Cl)cc1Cl,-4,3,9,-0.3,4,0,9,-17,-24
CC1(C)CC(=O)C(N=Nc2ccc(OC(F)F)cc2)=C(O)C1,-13,-6,7,2.0,-7,4,-9,-8,8
Clc1ccc(CNc2nc(CN3CCOCC3)nc3scc(-c4ccccc4)c23)cc1,-3,-10,-7,2.8,8,4,-10,-20,12
COc1ccc(N(CC(=O)Nc2cccc(C(F)(F)F)c2)S(C)(=O)=O)cc1,-2,-2,-5,0.9,1,4,6,-4,-4
CCN(C1CCCCC1)S(=O)(=O)c1c(C)n(C)c(=O)n(C)c1=O,-3,-1,-9,1.5,-5,1,7,-18,-5
Cc1ccc(-c2cc([C@H]3[C@H]4C=CC[C@@H](C)[C@@H]4C(=O)N3Cc3ccccc3)ccc2F)cc1,-3,-2,2,-0.4,-2,2,-10,-33,0
O=C1COc2ccc(S(=O)(=O)Nc3ccc4c(c3)OCO4)cc2N1,-4,-4,13,0.3,-4,3,-2,10,8
CON(C)C(=O)CC(CN(Cc1ccccc1)C(=O)OC(C)(C)C)c1ccc(Cl)cc1 (stereo not given),-5,-5,-16,0.8,-6,1,-1,-34,-6
Cc1ccc(NC(=O)CN2CCN(CCN=CC3=C(O)CC(c4ccccc4)CC3=O)CC2)cc1 (stereo not given),-5,-7,3,1.3,3,3,2,-20,-8
COC(=O)CS(=O)(=O)c1ccsc1C(=O)Nc1ccc(F)cc1,-7,-3,12,0.3,-1,2,4,-18,-1
CC(=O)N(C)c1ccc(NC(=O)Nc2ccccc2C)cc1,-9,-2,-13,0.7,-18,3,-1,-2,-2
S=C(Nc1ccc(N2CCOCC2)cc1)Nc1ccc2snnc2c1,-3,-8,-4,0.8,1,3,-3,-21,-1
CCCn1c(SCC(=O)NCc2ccco2)nnc1-c1ccncc1,-8,-9,-6,0.4,-1,0,9,3,-7
Nc1cccnc1Sc1ccc([N+](=O)[O-])cn1,nt,-5,-4,0.9,-2,1,1,nt,1
CCN1CCN(C(c2cccs2)C(C)NC(=O)c2cccc(OC)c2)CC1 (stereo not given),-1,-9,-6,0.7,-2,0,-3,-5,-2
O=C(NCCc1ccccc1F)C1CCC(=O)N(CCCN2CCCC2=O)C1 (stereo not given),1,-1,-11,0.3,0,1,12,-2,-20
CC(=O)NC(CC(=O)NC12CC3CC(CC(C3)C1)C2)c1ccccc1 (stereo not given),2,-6,-6,0.1,3,0,4,1,0
C=COC(=O)CSc1snc(SCC(=O)OC)c1C#N,-12,-4,-6,0.1,0,0,6,-9,-9
COc1ccc2ccccc2c1CNCCCN1CCOCC1,-6,-2,-15,0.9,-1,1,6,-5,-10
COc1cccc(CNC(=O)CC2C(=O)NCCN2CCCc2ccccc2)c1 (stereo not given),-1,-2,2,0.2,8,1,1,-20,-4
CC1CCCCN1S(=O)(=O)c1cnc(Cl)c(Br)c1 (stereo not given),-1,-12,-1,-0.1,9,-1,1,-16,-11

# Other results follow.
SMILES,OXTR potentiate,CHRM1 agonist,CHO-K1 Ca antag,M1 ag parental,M4 antag,CHRM4 agonist,CHRM1 PAM,CHO parental Ca,M1 antag
CC(C)n1c(=O)c2ccccc2n1Cc1cn(Cc2cccs2)nn1,nt,-2,-4,-0.3,0,0,6,nt,-24
Cc1ccccc1NC(=O)/C=C/c1cccs1,-3,-6,-13,0.1,-4,1,7,-2,-10
CN1c2ccc(C=O)c3c(C=O)ccc(c23)N(C)C1(C)C,-7,-8,10,9.1,4,4,5,-6,0
COc1ccc(/C(C)=N/OCC(=O)N=Nc2c(O)[nH]c3ccccc23)cc1,-8,-3,-1,3.6,-3,11,1,-4,4
CCOc1ccc(NC(=O)c2ccc(OC)cc2)cc1,-13,-3,-6,-0.1,-11,2,8,-5,-13
CCN(CC)C(=O)C(=O)N/N=C/c1ccc(C(=O)O)cc1,-2,-5,-4,1.4,-8,1,16,4,-17
O=C1N/C(=N\N=C\c2ccco2)SC1Cc1ccc(F)cc1 (stereo not given),-6,-4,-2,5.1,0,2,14,0,-7
O=C(Nc1cccc(O)c1)C1CC(c2cccc(Br)c2)=NO1 (stereo not given),-12,0,-1,1.6,-3,3,4,-5,-5
COC(=O)c1ccccc1NC(=O)C1=CC(c2cccs2)=NS(=O)(=O)N1C,-4,-5,-12,0.6,5,2,7,-12,-7
COc1cc(C2c3cc4c(cc3OC(N3CCOCC3)C2C)OCO4)cc(OC)c1OC(C)=O (stereo not given),nt,-2,-11,-0.1,-17,-1,5,nt,-16
O=c1c2cn[nH]c2nc(SCc2cc(=O)n3cc(Br)ccc3n2)n1-c1ccc(Br)cc1,-10,-5,9,-0.9,-1,-2,2,-39,-2
CCCCN(C(=O)COC(=O)CSc1ccc([N+](=O)[O-])cc1)c1c(N)n(CCC)c(=O)[nH]c1=O,-10,-2,7,0.7,-7,1,-1,-5,4
Cc1ccc(CNC(=O)C2CCCN(S(=O)(=O)c3c(C)[nH]c(=O)[nH]c3=O)C2)cc1 (stereo not given),-8,-3,4,-0.3,-18,1,2,-13,-11
CCCCC1=CC2=CC(=O)C(C)(OC(=O)CC)C(=O)C2=CN1Cc1ccco1 (stereo not given),-8,-6,-10,0.4,2,2,6,-10,12
Cc1ccc(NC(=O)c2ccc(N3CCOCC3)c([N+](=O)[O-])c2)cc1S(=O)(=O)N1CCOCC1,-9,0,9,10,-3,17,-20,22,23
O=C(NCC1CCOCC1)C1Cc2c(-c3ccccc3Oc3ccccc3)ccnc2O1 (stereo not given),nt,-5,-9,0.8,-14,2,7,nt,-16
COc1ccc(NC(=O)COC(=O)COc2ccc(Br)cc2)cc1,-16,-4,-8,2.0,9,1,9,-2,-5
CCc1ccc(S(=O)(=O)/N=C2\C=C(Nc3cccc(C(=O)O)c3)C(=O)c3ccccc32)cc1,-4,-11,-11,0.6,16,1,0,-7,12
